From PubChem
PNC assembly inh – High Content Assay for Compounds that inhibit the Assembly of the Perinucleolar Compartment; AID 2417, 2010; activity change (PNC), negative = inhibition, % at 10 µM; actives 3.1% (n = 140,000); PC3M PTB-GFP, PNC prevalence imaging, 16 h; hits give low values;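 active = readout at or below -70, meaning at least 70% loss of cells showing the perinucleolar compartment, a nuclear body marking cancer cells; inconclusive = readout between -30 and a set limit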;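 also: plate controls were DMSO wells for no effect and camptothecin positive control wells for full effect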
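Read-out is percentage of cells bearing a perinucleolar compartment, from automated 20x imaging of fixed, Hoechst-stained PC3M PTB-GFP cells. Cells were seeded 4 h, then exposed 16 h to compound (23 nl of library stock) in duplicate plates.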
15-hLO-2 inh – qHTS Assay for Inhibitors of 15-hLO-2 (15-human lipoxygenase 2). Potency, µM (top dose mostly 57.1 µM), inactives show at the highest dose activity change, negative = inhibition, actives largely listed as inhibitors. actives 0.56% (n = 110,000). purified 15hLO-2, xylenol orange hydroperoxide absorbance. Polyunsaturated fatty acid lipoxygenase ALOX15B (Homo sapiens), O15296; also: potency is read from the fitted curve at half-maximal effect; nearly all actives have a fitted effect of over 60% in size; many of its hits are not listed in these tables
Target sequence (O15296 whole entry, looked up): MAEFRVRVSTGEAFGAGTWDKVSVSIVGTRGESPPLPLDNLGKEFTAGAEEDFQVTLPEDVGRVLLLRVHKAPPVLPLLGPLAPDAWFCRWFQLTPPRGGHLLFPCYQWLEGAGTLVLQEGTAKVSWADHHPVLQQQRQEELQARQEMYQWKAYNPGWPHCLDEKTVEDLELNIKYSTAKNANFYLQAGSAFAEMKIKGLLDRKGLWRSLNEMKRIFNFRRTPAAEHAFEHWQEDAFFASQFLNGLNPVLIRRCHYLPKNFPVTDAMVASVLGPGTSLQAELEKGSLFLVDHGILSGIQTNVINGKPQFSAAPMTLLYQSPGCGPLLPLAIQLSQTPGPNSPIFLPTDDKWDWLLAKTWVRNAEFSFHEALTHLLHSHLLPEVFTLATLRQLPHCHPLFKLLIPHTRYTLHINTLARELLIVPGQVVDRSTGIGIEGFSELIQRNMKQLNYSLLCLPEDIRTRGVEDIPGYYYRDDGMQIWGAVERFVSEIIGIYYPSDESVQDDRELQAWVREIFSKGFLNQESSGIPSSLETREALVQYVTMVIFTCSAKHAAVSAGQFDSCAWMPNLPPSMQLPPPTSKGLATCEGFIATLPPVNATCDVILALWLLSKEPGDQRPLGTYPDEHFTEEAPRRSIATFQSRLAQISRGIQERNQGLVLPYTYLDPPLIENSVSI
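Screening format was qHTS against 50 nM purified 15hLO-2 in Hepes pH 7.5 with detergent. Activity follows hydroperoxide formation from 45 uM arachidonic acid, measured as 573:405 nm absorbance ratio of the ferric-xylenol orange complex.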
12-hLO inh – qHTS Assay for Inhibitors of 12-hLO (12-human lipoxygenase). Polyunsaturated fatty acid lipoxygenase ALOX12 (Homo sapiens), P18054. purified 12-hLO, xylenol orange hydroperoxide absorbance. Potency, µM (top dose mostly 57.1 µM), for inactives: at the highest dose activity change, negative = inhibition, actives largely listed as inhibitors. actives 0.12% (n = 150,000); also: potency is read from the fitted curve at half-maximal effect; nearly all actives have a fitted effect of over 55% in size; many of its hits are not listed in these tables
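150 nM 12hLO, 25 mM Hepes pH 7.0 + 0.01% Triton X-100; cpd preinc 15 min RT; 40 uM arachidonic acid, 30 min RT; Fe-XO 30 min; A573/A405 ratio as read-out.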
IMPase cell inh – qHTS Assay for Identifying the Cell-Membrane Permeable IMPase Inhibitors; CHO-M1 cells, IP1 accumulation, HTRF TR-FRET ratio; inhibition (IP1 accumulation), % at 46.1 µM; AID 901, 2007; 120,000 tested, under 10 active; Inositol monophosphatase 1 (Rattus norvegicus), P97697; active = well fitted curve in the direction sought with a large enough effect in the signal ratio, not every such curve was filed as active; inconclusive = small, poorly fitted or top-dose-only effect, or a change in a side signal; inactive = no such curve, though single readings can be large or run the other way; the % refers to the signal ratio;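 also: cells stimulated with carbachol in lithium chloride buffer; plate controls were DMSO basal wells for no effect and reference inhibitor wells for full effect; higher means more IMPase inhibition seen as more IP1 and lower FRET ratio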
Target sequence (P97697 whole entry, looked up): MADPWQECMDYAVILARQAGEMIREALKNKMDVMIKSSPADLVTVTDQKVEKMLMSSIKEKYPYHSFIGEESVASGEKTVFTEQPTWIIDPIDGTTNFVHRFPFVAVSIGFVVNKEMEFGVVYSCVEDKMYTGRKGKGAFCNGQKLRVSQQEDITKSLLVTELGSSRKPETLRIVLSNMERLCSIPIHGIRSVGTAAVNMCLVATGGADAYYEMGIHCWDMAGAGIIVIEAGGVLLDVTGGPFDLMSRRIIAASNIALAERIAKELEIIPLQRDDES
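CHO-M1, 2000 cells/well, cultured 16–30 h; cpd up to 46 uM; carbachol (50 uM solution, stimulation buffer w/ 50 mM LiCl, pH 7.4), 30 min 37C; IP-One TR-FRET, 10 min RT; Ex 320/Em 665, 620; Hill-fit AC50.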
* marks the source's active call; other numbers are inactive results; ? = inconclusive; . = no result given; [ ] = another dose, or the depositor's remark. Unless noted, calls follow the shape of the dose curve; as a rule, active = well fitted curve in the direction sought with a large enough effect; inconclusive = small, poorly fitted or top-dose-only effect, or another doubt; inactive = no such curve, though single readings can be large; an effect the other way counts as inactive or inconclusive. Unless noted, % is scaled to controls: 0 for no effect and ±100 for the full control effect. Only part of the results is shown; the hit share may differ from the screen's.

SMILES	PNC assembly inh	15-hLO-2 inh	12-hLO inh	IMPase cell inh
COc1cc(C2C(C#N)=C(N)OC3=C2C(=O)CC(C)(C)C3)ccc1OC(=O)N1CCOCC1 (stereo not given)	-20	1%	-3%	-5
CCOC(=O)N1CCN(C(=O)CN(c2ccccc2OC)S(=O)(=O)c2ccc(C)cc2)CC1	7	-10%	-6%	-2
Cc1ccc(NCc2nnc(SC(C)C(=O)N/N=C/c3ccc(C)o3)n2-c2ccccc2)cc1 (stereo not given)	60	-8%	-2%	10
O=c1c2c(nc3n1CCCCC3)sc1c(O)c(Br)ccc12	9	-16%	-9%	2
O=C(NCCc1c[nH]c2ccccc12)C(F)(F)F	6	-5%	-8%	-1
CCCC(c1nnnn1CC1CCCO1)N1CCN(c2nc3ccccc3s2)CC1 (stereo not given)	?	.	5%	1
COc1cc(C(C)=O)ccc1OC(=O)C(C)N1C(=O)c2ccccc2C1=O (stereo not given)	-18	-4%	-9%	-1
CCOc1ccc(Nc2nc(N3CCCCC3)nc(N3CCCCC3)n2)cc1	?	20%	-9%	-4
CC1CC(=O)N(CC(=O)N2CCCC2)c2ccccc2S1 (stereo not given)	-22	3%	3%	5
O=C(c1cnn2c(C(F)F)cc(C3CC3)nc12)N1CCOCC1	12	-2%	-1%	-6
CSc1ccccc1NC(=O)c1c(C)noc1C	?	-2%	-5%	-4
CC1CCN(CCC(=O)Nc2ccc3c(c2)CCC3)CC1	?	.	-2%	.
COC(=O)C1=C(C)NC(=O)C1(Nc1ccc(Cl)cn1)C(F)(F)F (stereo not given)	?	3%[2.29 µM]	2%	-5
CCOc1cc(/C=C/C(=O)c2ccc(C)cc2)ccc1OCC(=O)N(C)C	13	.	-7%	.
N#Cc1cccc(NC(=O)N2CC3(CCN(C(=O)c4cccc(F)c4)CC3)C2)c1	.	9%	3%	.
Cc1ccc2nc(SC(C(=O)Nc3ccc(F)cc3)c3ccccc3)[nH]c2c1 (stereo not given)	?	.	-3%	2
CC1=CC(C)(C(Cl)Cl)C(C)=CC1=O (stereo not given)	-100*	.	-7%	-4
CN1c2ccccc2C(C)(C)C12C=Nc1c(cc(N3CCOCC3)c3ccccc13)O2 (stereo not given)	51	-22%	-28%	20
Cc1ccc(CNC(=O)CN(C2CCCCC2)S(C)(=O)=O)cc1	-9	.	-3%	4
CCOC(=O)C1=C(C)NC(=S)N(C(C)=O)C1c1ccc(Cl)cc1 (stereo not given)	48	.	-19%	.
O=C(CCC(NC(=O)OCc1ccccc1)C(=O)OCC(=O)N1CCCCC1)OCC(=O)N1CCCCC1 (stereo not given)	32	-5%	0%	-4
CCc1nc(N=Nc2c(O)[nH]c3ccccc23)c2c3c(sc2n1)CCC3	17	.	-1%	.
NS(=O)(=O)c1ccc(-c2ccc(C=NC3CCS(=O)(=O)C3)o2)cc1 (stereo not given)	16	-3%	0%	5
O=C(Nc1ccccc1Cl)N1CCN(c2ccccn2)CC1	1	.	2%	?
O=C(NNC(=S)NC1CCCCC1)c1cccs1	27	.	3%	.
Cc1oc2ccc(OCc3ccccc3F)cc2c1C(=O)O	-14	-8%	-3%	3
COc1ccc2nc(Nc3nc(-c4cc5ccccc5oc4=O)cs3)sc2c1	?	.	5%	.
Cc1cccc(NC(=S)NC2CC3CCCC(C2)N3CC(C)C)c1C (stereo not given)	4	.	6%	0
CCOc1ccc(N2C(=O)CC(NCc3ccc(F)cc3)C2=O)cc1 (stereo not given)	?	-1%	-1%	7
CCC1=C(OC(=O)N(CC)CC)N2C(=O)OC(=NCC3CC3)[C@]2(Cc2ccccc2)[C@H]2C1=CC[C@H]1C(=O)N(CC(=O)OC)C(=O)[C@H]12	.	-7%	-1%	.
Fc1ccc2c(c1)C(c1ccncc1)=NNC(c1ccc(Br)cc1)=N2	-23	.	-4%	.
CSCCC(NC(=O)c1ccccc1)C(=O)N/N=C(\C)c1ccccc1 (stereo not given)	-14	.	3%	4
O=C(Nc1ccccc1)c1sc2cc(C(F)(F)F)cnc2c1-c1cccs1	-10	-6%	-2%	8
Cc1c(C(=O)NCc2cccnc2)sc2nc(-c3ccc(F)cc3)cn12	3	18%	-2%	4
Cc1ccc(-n2cc3c(-c4cccc(Br)c4)nnc(C)c3n2)cc1	-7	14%	-15%	0
COCCNC(=O)CSc1nc2ccccc2c2nc(C)nn12	?	-5%	-3%	-9
O=C(NCc1cccnc1)c1ccc(COc2cccc3ccccc23)o1	4	21%	-2%	?
O=C(NN1C(=O)c2ccccc2C1=O)C1C2CCCCC21 (stereo not given)	27	.	-1%	.
N#Cc1nc(-c2cccs2)oc1NCc1ccc(Cl)cc1	?	-10%	-23%	-11
O=c1[nH]c(CSc2nc3ccccc3o2)nc2c1cnn2-c1ccccc1	-8	?	0%	11
CCC1=C(OC(=O)N(CC)CC)N2C(=O)OC(=NCc3ccccc3)[C@]2(C)[C@H]2C1=CC[C@H]1C(=O)N(c3ccccc3)C(=O)[C@H]12	.	0%	2%	.
Cc1ccccc1-n1nc(C)c2cc(C(=O)NCc3cccnc3)sc21	2	14%	-1%	-2
CC(C)n1c(/C=C/c2ccccc2)nc2ccccc21	-13	.	0%	-10
CC[C@@H](C)[C@H](NC(=O)C1CCN(C(=O)[C@@H](NS(=O)(=O)c2ccc(C)cc2)C(C)C)CC1)C(=O)O	23	2%	-2%	-14
C=CCOc1ccc(C2C(C#N)=C(N)N(Nc3ccccc3)C3=C2C(=O)CCC3)cc1OC (stereo not given)	-2	-13%	-16%	6
CSc1cccc(NC(=O)CCCOc2ccccc2)c1	3	.	2%	3
CN(C)Cc1ccccc1-c1ccc2ncnc(NC3CCNCC3)c2c1	.	33%[activator]	6%	.
O=C(CCl)N(c1ccccc1)C1CCS(=O)(=O)C1 (stereo not given)	0	.	5%	0

In the list so far, 5 have an aryl methoxy group:
SMILES	PNC assembly inh	15-hLO-2 inh	12-hLO inh	IMPase cell inh
COc1cc(C2C(C#N)=C(N)OC3=C2C(=O)CC(C)(C)C3)ccc1OC(=O)N1CCOCC1 (stereo not given)	-20	1%	-3%	-5
CCOC(=O)N1CCN(C(=O)CN(c2ccccc2OC)S(=O)(=O)c2ccc(C)cc2)CC1	7	-10%	-6%	-2
COc1cc(C(C)=O)ccc1OC(=O)C(C)N1C(=O)c2ccccc2C1=O (stereo not given)	-18	-4%	-9%	-1
COc1ccc2nc(Nc3nc(-c4cc5ccccc5oc4=O)cs3)sc2c1	?	.	5%	.
C=CCOc1ccc(C2C(C#N)=C(N)N(Nc3ccccc3)C3=C2C(=O)CCC3)cc1OC (stereo not given)	-2	-13%	-16%	6

Further structures.
SMILES	PNC assembly inh	15-hLO-2 inh	12-hLO inh	IMPase cell inh
Cc1ccc(N(Cc2ccc(C(=O)NC3CCCCC3)cc2)S(C)(=O)=O)cc1C	41	-1%	0%	2
COc1ccccc1NS(=O)(=O)c1cc(NC(=O)c2ccc(=O)[nH]c2)ccc1N1CCOCC1	17	.	-3%	.
CN1C(=O)c2ccc(N3CCCC3)cc2C1=O	27	-3%	6%	3
CCN(CC)S(=O)(=O)c1ccc(OC)c(NS(=O)(=O)c2ccc(F)cc2)c1	?	4%	-6%	-2
Cn1c(=O)c(-c2cccc(Cl)c2)nc2cncnc21	.	-2%	2%	.
Cn1c(=O)c2cc(S(=O)(=O)NCCC(=O)NC3CCCCCCC3)ccc2n(C)c1=O	3	-7%	0%	7
CCC1(C)CC(CCNS(=O)(=O)c2ccc(C)cc2)(c2ccc(C)cc2)CCO1 (stereo not given)	40	-21%	-14%	9
O=C(Cn1c(=O)n(-c2ccccc2)c(=O)c2sccc21)N1CCCC1	9	4%	-2%	2
COc1ccc([N+](=O)[O-])cc1NC(=O)C(C)OC(=O)/C=C/c1ccco1 (stereo not given)	72	.	-3%	.
Cc1cc(N2CCOCC2)nc2ccc(Cc3ccc4nc(N5CCOCC5)cc(C)c4c3)cc12	.	17%[11.4 µM]	7%[11.4 µM]	.
COC(=O)CNc1c(-c2ccccc2)nc2ccc(Br)cn12	-26	9%	2%	10
O=C1C(Cc2ccccc2)S/C(=N/N=C/c2ccco2)N1c1ccccc1 (stereo not given)	76	.	-12%	18
CC(=O)c1nn(-c2cccc(Br)c2)cc1C(=O)c1ccc(Cl)cc1	26	.	-4%	.
Cc1ccc(OCCCN2CCCC2)c(C)c1	?	2%	4%	-7
COC(=O)N1CCN(S(=O)(=O)c2ccc(F)cc2)CC1	27	.	-2%	7
CCOC(=O)c1c(C(=O)OCC)c(C)n(CCc2ccccc2)c1C	32	.	0%	.
CN(CC(=O)NCCc1ccccc1)S(=O)(=O)c1cccc2nsnc12	?	.	1%	.
c1ccc(-c2csc(Nc3cccnc3)n2)nc1	-9	8%	-3%	4
CSc1cccc(NC(=O)C2CCCN(S(=O)(=O)c3cnc[nH]3)C2)c1 (stereo not given)	?	5%	7%	4
Clc1ccc(C2CC(c3cccs3)n3ncnc3N2)cc1Cl (stereo not given)	-20	23%	4%	-5
COc1cccc(NC(=O)CCN2C(=O)c3ccccc3S2(=O)=O)c1	20	-6%	1%	6
CCC(C)NCCOCCSc1ccc(Cl)cc1 (stereo not given)	124	0%	0%	10
NNC(=O)CNC(c1ccccc1)c1cc(Br)ccc1NC(=O)c1ccc(Br)cc1 (stereo not given)	-18	.	6%	.
CC1=C2[C@@H]([C@H](C)CC[C@H]2/C=C(\C)C(=O)O)[C@H](O)C1	.	7%	4%	.
O=C1C2C3c4ccccc4C(c4ccccc43)[C@@H]2C(=O)N1c1nc(-c2ccccc2)cs1 (stereo not given in full)	17	.	3%	.
O=C(Nc1cccc(C(F)(F)F)c1)c1cc2ncc(Br)cn2n1	35	-8%	0%	0
CCn1c(SC(C)C)nnc1C1CCN(S(=O)(=O)c2ccc(OC)cc2)CC1	19	.	5%	-2
CCOC(=O)c1c(N)c(C#N)c2n1CCCC2	0	2%	-2%	2
COc1ccc(NC(=O)CN2CCC3(O)CCCCC3C2c2cc(OC)ccc2OC)cc1 (stereo not given)	-19	8%	-2%	?
O=C(NC1CCCCC1)NC1CC2CCC(C1)N2C(=S)NCc1ccco1 (stereo not given)	94	21%	0%	-2
Cn1cccc1C(=O)N1CCC2(CC1)CCN(c1ccncc1)CC2	.	-4%	-3%	.
COc1ccc(OC)c(NC(=O)COC(=O)/C=C/c2c(C)nn(C3CCS(=O)(=O)C3)c2Cl)c1 (stereo not given)	-23	0%	-2%	-6
Cc1ccccc1-n1c(=O)cc(NCc2ccc3c(c2)OCO3)[nH]c1=O	45	?	-1%	5
CC(=O)c1c(C)nn(C(=O)N2CCOCC2)c1C	-19	10%	2%	-2
O=c1/c(=C/c2ccccn2)sc2n1CN(c1ccccc1)CN=2	?	2%	-6%	15
O=C1COC(c2ccccc2)C2CCCCN12 (stereo not given)	?	.	2%	.
COc1ccc(OC)c(N(CC(=O)Nc2ccccc2C(=O)NCc2ccco2)S(C)(=O)=O)c1	-15	6%	6%	1
CCOC(=O)c1c(NC(=O)C2CCCO2)sc(C(=O)OC(C)(C)C)c1C (stereo not given)	16	-23%	3%	?
O=S(=O)(c1ccccc1)c1nc(-c2cccs2)oc1NCCCn1ccnc1	-17	4%[2.29 µM]	4%	1
CC(C)Oc1nc(-c2ccccc2O)nc2ccccc12	38	7%	-3%	1
FC(F)Oc1ccc(/C=N/c2c(-c3ccc(OC(F)F)cc3)nc3n2CCS3)cc1	321	.	-18%	1
